AmpC no deterg: inhibitors of E. coli AmpC beta-lactamase without detergent. P00811. AmpC nitrocefin hydrolysis, absorbance 480 nm, 0.0001% Triton. Potency, µM (titrated, usually from 57.1 µM), for inactives: at the top dose activity change, negative = inhibition, actives largely listed as inhibitors. 330,000 tested, 0.52% active. AID 485341;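 also: potency is read from the fitted curve at half-maximal effect; plate controls were no compound for no effect and no enzyme for full effect; nearly all actives have a fitted effect of over 20% in size; some results filed as inactive show a strong effect at the top dose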
Target sequence (P00811 whole entry, looked up): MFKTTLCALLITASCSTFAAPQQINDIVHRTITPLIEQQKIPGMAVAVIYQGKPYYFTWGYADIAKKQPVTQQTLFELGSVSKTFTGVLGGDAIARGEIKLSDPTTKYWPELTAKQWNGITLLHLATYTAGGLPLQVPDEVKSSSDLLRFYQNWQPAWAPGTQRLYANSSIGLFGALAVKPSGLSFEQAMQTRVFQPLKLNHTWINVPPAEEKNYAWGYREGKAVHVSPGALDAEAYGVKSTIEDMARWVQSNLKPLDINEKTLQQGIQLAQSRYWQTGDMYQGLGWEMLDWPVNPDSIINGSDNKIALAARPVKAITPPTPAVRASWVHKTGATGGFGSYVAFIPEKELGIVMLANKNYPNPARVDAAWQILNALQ
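20 mM phosphate pH 7.0 + 0.01% (detergent screen) or 0.0001% Triton X-100; 5.3 nM AmpC reagent; cpd preinc 15 min RT; nitrocefin (800 uM stock) to start; A480 q20 s × 4 min; Activity was normalised to no-enzyme and no-compound control wells.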
HCMV antiviral: blocks human cytomegalovirus replication | HFF cells, HCMV-luciferase reporter, 72 h; stronger effect = lower value | activity change, negative = inhibition, % at 57.5 µM | 410,000 tested, 4.5% active; in the data active = activity change below about -60%; inconclusive = no clear call, values can overlap the other calls; inactive = above about -39%
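Two-dose cell screen: HFF monolayers treated with compounds and infected with luciferase-expressing HCMV at 1 PFU/cell, 72 h at 37C, then lysed for luciferase measurement.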
LmPK inhibitor: blocks Leishmania mexicana pyruvate kinase activity | purified LmPK, Kinase-Glo ATP luminescence, 1 h | Potency, µM (doses to about 57.5 µM), without a hit: at the top dose activity change, negative = inhibition, usual class: inhibitors | 290,000 tested, 0.37% active; also: potency is read from the fitted curve at half-maximal effect
Target sequence (Q27686 whole entry, looked up): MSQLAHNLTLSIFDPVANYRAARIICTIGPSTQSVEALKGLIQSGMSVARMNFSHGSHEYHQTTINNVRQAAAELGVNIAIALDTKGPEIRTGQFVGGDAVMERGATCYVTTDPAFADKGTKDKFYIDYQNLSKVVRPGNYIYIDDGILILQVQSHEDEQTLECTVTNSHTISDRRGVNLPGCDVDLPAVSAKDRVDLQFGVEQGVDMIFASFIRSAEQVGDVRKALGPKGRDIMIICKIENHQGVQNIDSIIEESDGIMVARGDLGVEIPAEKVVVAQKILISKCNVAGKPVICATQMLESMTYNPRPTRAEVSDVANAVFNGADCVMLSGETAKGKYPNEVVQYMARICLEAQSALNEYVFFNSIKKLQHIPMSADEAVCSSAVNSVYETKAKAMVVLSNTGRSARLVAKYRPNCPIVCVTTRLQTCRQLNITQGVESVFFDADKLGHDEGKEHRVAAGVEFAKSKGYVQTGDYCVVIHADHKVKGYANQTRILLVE
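qHTS format; LmPK 0.1 nM; substrates PEP 0.5 mM and ADP 0.1 mM. One-hour room-temperature incubation, then coupled luciferase luminescence; 0.5 nM enzyme wells mark activation.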
Tb PYK inh: inhibitors of Trypanosoma brucei pyruvate kinase. Q57TT1. TbPYK enzyme, Kinase-Glo Plus ATP luminescence, 45 min. Potency, µM (series often up to 76.8 µM), without a hit: at the highest dose activity, negative = inhibition, hits mostly inhibitors. 410,000 tested, 0.12% active. AID 624173; also: potency is read from the fitted curve at half-maximal effect; nearly all actives have a fitted effect of over 50% in size
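Enzyme and substrate buffer are dispensed first and compound is pin-transferred. ADP at 130 uM final then starts the reaction, which runs 45 min at room temperature. Detection reagent is added for 10 min before luminescence is imaged.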
AMA1 RON2 block: AMA1-RON2 (P. falciparum) interaction inhibition; 360,000 tested, 0.2% active; Potency, µM (highest dose often 58.2 µM), for the others: at the top dose activity change, negative = inhibition, usual class: inhibitors; AlphaScreen AMA1-biotinylated RON2 peptide binding; AID 720542;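 also: potency is read from the fitted curve at half-maximal effect; 0% = vehicle wells and -100% = peptide control; nearly all actives have a fitted effect of over 45% in size; some results filed as inactive show a strong effect at the top dose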
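AMA1 (3D7) with his tag at 25 nM final met compounds first, then biotinylated RON2 peptide at 25 nM; detection used donor plus acceptor beads, 10 µg/mL apiece, read by AlphaScreen after 30 min at room temperature.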
HCV inh: inhibitors of hepatitis C virus infection | 340,000 tested, 3.4% active | Potency, µM (titrated, usually from 41.8 µM), inactives show at the top dose activity change, negative = inhibition, hits mostly inhibitors | Huh7.5.1 HCVcc-Cre infection, luciferase reporter, 44 h; also: potency is read from the fitted curve at half-maximal effect
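Infectious HCVcc-Cre (~0.5 moi) was added to cells just after compound, with cells seeded 4 h earlier at 1,000 per well. Luciferase activity after 44 h culture reported infection; substrate was incubated 15 min at room temperature before reading.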
AmpC inh detg: inhibitors of E. coli AmpC beta-lactamase with detergent | 370,000 tested, 0.041% active | P00811 | Potency, µM (highest dose often 114 µM), inactives show at the highest dose activity change, negative = inhibition, hits mostly inhibitors | AmpC hydrolysis of nitrocefin, absorbance 480 nm, 0.01% Triton;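 also: potency is read from the fitted curve at half-maximal effect; 0% = no-compound wells and -100% = no-enzyme wells; nearly all actives have a fitted effect of over 25% in size; some results filed as inactive show a strong effect at the top dose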
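AmpC (5.3 nM in the dispensed reagent) in 20 mM phosphate pH 7.0 with 0.01% (detergent screen) or 0.0001% Triton X-100 was preincubated with compounds for 15 min at room temperature. Nitrocefin was then added from an 800 uM solution, and hydrolysis was followed at 480 nm.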
Numbers without * were called inactive; & = joins results of further samples; [ ] = dose if it differs, or a comment. Unless noted, calls follow the shape of the dose curve; as a rule, active = well fitted curve in the direction sought with a large enough effect; inconclusive = small, poorly fitted or top-dose-only effect, or another doubt; inactive = no such curve, though single readings can be large; an effect the other way counts as inactive or inconclusive. Unless noted, % is scaled to controls: 0 for no effect and ±100 for the full control effect.

For CCCc1cc(C(=O)OC)c(NC(=O)CCCC(=O)O)s1 the results were AmpC no deterg -7%, HCMV antiviral 39, LmPK inhibitor 4%, Tb PYK inh 5%, AMA1 RON2 block -28%, HCV inh 1% and AmpC inh detg 2%.
Cc1ccc(Nc2nc(-c3ccc(S(=O)(=O)N4CCCC4)cc3)cs2)cc1C was read as AmpC no deterg inconclusive, LmPK inhibitor 1%, Tb PYK inh 0%, AMA1 RON2 block -19%, HCV inh 4µM* and AmpC inh detg -4%.
For O=C(Nc1nnc(CC2=CCCCC2)s1)Nc1ccccc1F the results were AmpC no deterg -55%, LmPK inhibitor 3%, Tb PYK inh 4%, AMA1 RON2 block 0%, HCV inh -25% and AmpC inh detg -1%.
CCOC(=O)C1CCN(C(=O)NC23CC4CC(CC(C4)C2)C3)CC1 was read as AmpC no deterg inconclusive, HCMV antiviral -20, LmPK inhibitor 0%, Tb PYK inh -4%, AMA1 RON2 block 11%, HCV inh 21% and AmpC inh detg -4%.
Screening CCOC(=O)CSc1nnc(SCCN2C(=O)c3ccccc3C2=O)s1 returned AmpC no deterg -5%, HCMV antiviral -7, LmPK inhibitor -1%, Tb PYK inh -7%, AMA1 RON2 block 13%, HCV inh 8% and AmpC inh detg 2%.
Screening O=C(O)c1ccccc1NCN1C(=O)C2CC=C(Cl)CC2C1=O (stereo unspecified) returned AmpC no deterg -21%, HCMV antiviral -38, LmPK inhibitor 3%, Tb PYK inh -3%, AMA1 RON2 block 7%, HCV inh 13% and AmpC inh detg -5%.
COc1cccc(CNC(=O)c2ccc(NC(=O)CC3SC(N4CCCCC4)=NC3=O)cc2)c1 (stereo unspecified) was read as AmpC no deterg 12%, HCMV antiviral 0, Tb PYK inh 2%, AMA1 RON2 block -12%[11.6 µM], HCV inh 6% and AmpC inh detg -11%.
`CC(C)CCn1c(CN2CCN(C(=O)c3ccco3)CC2)nc2c1c(=O)n(C)c(=O)n2C` gave AmpC no deterg 102%[activator], HCMV antiviral 18, LmPK inhibitor 18%, Tb PYK inh -1%, AMA1 RON2 block -2%, HCV inh 4% and AmpC inh detg inconclusive.
COC(=O)c1c(NC(=O)CSc2nc(-c3ccco3)cc(C(F)(F)F)n2)sc2c1CCCC2 was read as AmpC no deterg -19%, HCMV antiviral 18, LmPK inhibitor 4%, Tb PYK inh -5%, AMA1 RON2 block 0%, HCV inh inconclusive and AmpC inh detg inconclusive.
COc1ccc(NC(=O)/C(C#N)=C/c2ccc(Br)o2)cc1 was read as AmpC no deterg -25%, HCMV antiviral -18, LmPK inhibitor 3%, Tb PYK inh 7%, AMA1 RON2 block -10%, HCV inh 24% and AmpC inh detg -4%.

6 entries from above, arranged by number of heavy atoms, low to high.
COc1ccc(NC(=O)/C(C#N)=C/c2ccc(Br)o2)cc1 was read as AmpC no deterg -25%, HCMV antiviral -18, LmPK inhibitor 3%, Tb PYK inh 7%, AMA1 RON2 block -10%, HCV inh 24% and AmpC inh detg -4%.
Screening O=C(O)c1ccccc1NCN1C(=O)C2CC=C(Cl)CC2C1=O (stereo unspecified) returned AmpC no deterg -21%, HCMV antiviral -38, LmPK inhibitor 3%, Tb PYK inh -3%, AMA1 RON2 block 7%, HCV inh 13% and AmpC inh detg -5%.
CCOC(=O)C1CCN(C(=O)NC23CC4CC(CC(C4)C2)C3)CC1 was read as AmpC no deterg inconclusive, HCMV antiviral -20, LmPK inhibitor 0%, Tb PYK inh -4%, AMA1 RON2 block 11%, HCV inh 21% and AmpC inh detg -4%.
Screening CCOC(=O)CSc1nnc(SCCN2C(=O)c3ccccc3C2=O)s1 returned AmpC no deterg -5%, HCMV antiviral -7, LmPK inhibitor -1%, Tb PYK inh -7%, AMA1 RON2 block 13%, HCV inh 8% and AmpC inh detg 2%.
Cc1ccc(Nc2nc(-c3ccc(S(=O)(=O)N4CCCC4)cc3)cs2)cc1C was read as AmpC no deterg inconclusive, LmPK inhibitor 1%, Tb PYK inh 0%, AMA1 RON2 block -19%, HCV inh 4µM* and AmpC inh detg -4%.
`CC(C)CCn1c(CN2CCN(C(=O)c3ccco3)CC2)nc2c1c(=O)n(C)c(=O)n2C` gave AmpC no deterg 102%[activator], HCMV antiviral 18, LmPK inhibitor 18%, Tb PYK inh -1%, AMA1 RON2 block -2%, HCV inh 4% and AmpC inh detg inconclusive.

More structures follow.
Cc1cc(-c2nnc3sc(-c4ccc(Cl)cc4Cl)nn23)n[nH]1 was read as AmpC no deterg -4%, HCMV antiviral -11, LmPK inhibitor 3%, Tb PYK inh 1%, AMA1 RON2 block -8%, HCV inh -5% and AmpC inh detg -1%.
Screening CCc1cccc(NC(=O)CCS(=O)(=O)c2ccc3nc(C)sc3c2)c1 returned HCMV antiviral -17, Tb PYK inh -3% and AmpC inh detg -12%.
Cc1ccc(-c2onc(C)c2C)cc1S(=O)(=O)N1CCc2ccccc21 was read as HCMV antiviral inconclusive, Tb PYK inh 3% and AmpC inh detg -2%.
`CCCCSCc1[nH]c(=O)[nH]c1C(=O)CCCCC(=O)OCC` gave AmpC no deterg 8%, HCMV antiviral 107, LmPK inhibitor 7%, Tb PYK inh -2%, AMA1 RON2 block inconclusive, HCV inh 15% and AmpC inh detg 4%.
For COCc1nnc(SCC(=O)NC(C)c2ccccc2)n1-c1ccccc1 (stereo unspecified) the results were AmpC no deterg 0.4µM*, HCMV antiviral 10, LmPK inhibitor -7%, Tb PYK inh 3%, AMA1 RON2 block 10%, HCV inh 0% and AmpC inh detg -2%.
Screening CC(=O)c1[nH]c(C)c(C(=O)NCCc2ccc(C)cc2)c1C returned HCMV antiviral -6, Tb PYK inh -10% and AmpC inh detg 22%.
`COc1cc(C(=S)N2CCOCC2)ccc1OC(=O)c1cc(OC)c(OC)c(OC)c1` gave AmpC no deterg 128%[activator], HCMV antiviral 14, LmPK inhibitor -1%, Tb PYK inh -22%, AMA1 RON2 block -11%, HCV inh inconclusive and AmpC inh detg inconclusive.
`Cc1cc(NC(=O)c2ccc(F)cc2)n(-c2ccccn2)n1` gave AmpC no deterg 86%[activator], HCMV antiviral -14, LmPK inhibitor 1%, Tb PYK inh -1%, AMA1 RON2 block -2%, HCV inh 8.9µM* and AmpC inh detg -4%.
For Nc1cc(S(=O)(=O)c2ccc(O)c(N)c2)ccc1O the results were AmpC no deterg -34%, HCMV antiviral -39, LmPK inhibitor -3%, Tb PYK inh -4%, AMA1 RON2 block -3%, HCV inh 6% and AmpC inh detg 9%.
`Cc1ccc(CCNC(=O)CCn2nc(-c3ccc(Cl)cc3)ccc2=O)cc1` gave HCMV antiviral -26, Tb PYK inh 7% and AmpC inh detg 7%.
CCOc1ccc(S(=O)(=O)N(C)CC(=O)N2CCCC2)cc1 was read as AmpC no deterg -12%, HCMV antiviral 26, LmPK inhibitor 4%, Tb PYK inh 2%, AMA1 RON2 block -7%, HCV inh 3% and AmpC inh detg 3%.
Screening Cc1ccccc1-c1cc2nc(NCc3ccc(N(C)C)cc3)n(C)c(=O)c2s1 returned HCMV antiviral -28, Tb PYK inh -3% and AMA1 RON2 block 18µM*.
Screening O=C(N/N=C\c1cc2c(cc1[N+](=O)[O-])OCO2)c1cccs1 returned AmpC no deterg -29%, HCMV antiviral 75, LmPK inhibitor -5%, Tb PYK inh -3%, AMA1 RON2 block 20%, HCV inh -16% and AmpC inh detg inconclusive.
For Cc1nc(-c2ccc(S(=O)(=O)N3CCN(c4cc(Cl)ccc4C)CC3)cc2)co1 the results were HCMV antiviral 0, Tb PYK inh -6% and AmpC inh detg 2%.
Screening CCC(=O)c1ccc(OCC(=O)Nc2cc(S(=O)(=O)N3CCCCC3)ccc2OC)cc1 returned AmpC no deterg 6%, HCMV antiviral -5, LmPK inhibitor -2%, Tb PYK inh -4%, AMA1 RON2 block -10%, HCV inh 11µM* and AmpC inh detg -1%.
Screening CCNC(=O)C1CCN(c2nnc(C)c3c(C)n(-c4ccc(OC)cc4)nc23)CC1 returned HCMV antiviral 1, Tb PYK inh 1% and AmpC inh detg 15%.
Clc1ccccc1Nc1ncnc(-n2cccc2)n1 was read as AmpC no deterg -26%, HCMV antiviral 198, LmPK inhibitor -11%, Tb PYK inh 0%, AMA1 RON2 block -16%, HCV inh -23% and AmpC inh detg -14%.
`COc1cc(/C=C/C(=O)OCC(=O)NCCC2=CCCCC2)cc(OC)c1OC` gave AmpC no deterg 97%[activator], HCMV antiviral 13, Tb PYK inh -2%, AMA1 RON2 block 0% and HCV inh 14%.
O=C(c1ccc(Oc2ccc(Cl)cc2)c([N+](=O)[O-])c1)N1CCCC1 was read as AmpC no deterg 63%[activator], LmPK inhibitor -1%, Tb PYK inh -12%, AMA1 RON2 block 2%, HCV inh inconclusive and AmpC inh detg 7%.
Screening CC(CCc1ccccc1)NC(=O)C(=O)NCCO (stereo unspecified) returned AmpC no deterg -11%, HCMV antiviral -23, LmPK inhibitor 4%, Tb PYK inh -4%, AMA1 RON2 block 1%, HCV inh 20% and AmpC inh detg -1%.
For CC(OC(=O)Cn1[nH]c(=O)c2ccccc2c1=O)C(=O)Nc1ccc(F)cc1Cl (stereo unspecified) the results were AmpC no deterg -16%, HCMV antiviral -25, Tb PYK inh -4%, AMA1 RON2 block -2%, HCV inh -10% and AmpC inh detg 10%.
CN1CCN(C(=O)c2ccccc2-c2ccccc2C(=O)O)CC1 was read as AmpC no deterg -1%, HCMV antiviral -2, LmPK inhibitor 4%, Tb PYK inh -4%, AMA1 RON2 block 1%, HCV inh 14% and AmpC inh detg inconclusive.
Screening O=C1NC(NS(=O)(=O)c2ccccc2)(C(F)(F)F)C(=O)N1CCc1ccccc1 (stereo unspecified) returned AmpC no deterg -11%, HCMV antiviral 9&-10, LmPK inhibitor -2%, Tb PYK inh 0%&5%, AMA1 RON2 block 1%, HCV inh 11% and AmpC inh detg -4%&18%.
For Nc1nc(CSCCO)nc(Nc2ccc(F)cc2)n1 the results were AmpC no deterg 3%, HCMV antiviral 37, LmPK inhibitor 1%, Tb PYK inh 4%, AMA1 RON2 block -13%, HCV inh 15% and AmpC inh detg -13%.
Screening CSc1nc(N2CCOCC2)c2c3c(sc2n1)CCC3 returned AmpC no deterg -27%, HCMV antiviral 5, LmPK inhibitor -4%, Tb PYK inh 0%, AMA1 RON2 block 0%, HCV inh 11µM* and AmpC inh detg -2%.
Screening COc1ccc(N2CCN(CC(=O)c3c[nH]c4ccccc34)CC2)cc1 returned AmpC no deterg -4%, HCMV antiviral 30, LmPK inhibitor 3%, Tb PYK inh -8%, AMA1 RON2 block -13%, HCV inh -29% and AmpC inh detg 10%.
